Source: PubChem BioAssay
Bcl-2 Bim block – human Bim-Bcl-2 interaction inhibition; P10415; Bead-based flow cytometry, Bim peptide-Bcl-2 binding; inhibition, % at 10 µM; 190,000 tested, 0.06% active; in the data active = inhibition above about 40%; inconclusive = no clear call, values can overlap the other calls;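 also: 0% = no compound wells with probe peptide and 100% = reference peptide inhibitor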
Target sequence (P10415 whole entry, looked up): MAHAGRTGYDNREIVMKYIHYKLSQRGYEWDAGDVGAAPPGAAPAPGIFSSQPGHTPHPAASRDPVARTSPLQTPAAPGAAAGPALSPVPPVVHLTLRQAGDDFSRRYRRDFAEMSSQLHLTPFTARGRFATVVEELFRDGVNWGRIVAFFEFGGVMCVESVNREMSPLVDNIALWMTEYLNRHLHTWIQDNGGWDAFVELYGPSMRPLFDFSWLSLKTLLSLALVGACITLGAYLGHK
RGS4-Gao reg – modulates binding of RGS4 to human Galphao; P09471; Multiplexed bead flow cytometry; actives lie on both sides; binding response (% of control), % at 10 µM; 220,000 tested, 0.33% active; in the data active = binding response below about 49% or above about 150%; inactive = in between;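 also: fluorescent Galphao activated with aluminum fluoride binding bead-coupled RGS4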
GSH bead fluor – GSH bead compound fluorescence profile | GSH beads flow cytometry, compound fluorescence 488/530 nm; hits give high values | fluorescence (KMESF) at 10 µM | 190,000 tested, 0.25% active | AID 1776; in the data active = fluorescence above about 89;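 also: glutathione beads carrying GST-tagged Bcl family fusion proteins plus one bare bead set; values are compound well signal with DMSO vehicle wells as background; inactives centre near 16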
Bcl-B Bim block – human Bim-Bcl-B interaction inhibition | inhibition, % at 10 µM | bead-based flow cytometry, Bim peptide-Bcl-B binding | 190,000 tested, 0.073% active | Q9HD36;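 also: 0% = tracer peptide without compound and 100% = reference inhibitor peptide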
RGS7-Gao reg – modulates binding of RGS7 to human Galphao | P09471 | Multiplexed bead flow cytometry; actives lie on both sides | 220,000 tested, 0.35% active | binding response (% of control), % at 10 µM; in the data active = binding response below about 49% or above about 150%; inconclusive = no clear call, values can overlap the other calls; inactive = in between;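 also: fluorescent Galphao held in activated GDP-AlF4 state binding bead-coupled RGS7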
Bcl-XL Bim block – disrupts Bim peptide binding to human Bcl-XL | Q07817 | bead flow cytometry, fluorescence | inhibition, % at 10 µM | 190,000 tested, 0.04% active
Target sequence (Q07817 whole entry, looked up): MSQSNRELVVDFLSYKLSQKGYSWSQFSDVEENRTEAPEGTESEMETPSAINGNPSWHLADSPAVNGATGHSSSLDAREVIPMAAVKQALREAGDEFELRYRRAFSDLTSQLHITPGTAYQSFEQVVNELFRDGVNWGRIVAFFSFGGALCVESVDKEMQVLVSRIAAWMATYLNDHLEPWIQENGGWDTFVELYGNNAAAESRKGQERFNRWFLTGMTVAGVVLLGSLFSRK
Bim-Mcl-1 – inhibitors of Bim-Mcl-1 interaction, human; 190,000 tested, 0.1% active; AID 1009; Bead-based flow cytometry, Bim peptide-Mcl-1 binding; inhibition, % at 10 µM; Q07820;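 also: 0% = no compound tracer wells and 100% = peptide blocker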
Target sequence (Q07820 whole entry, looked up): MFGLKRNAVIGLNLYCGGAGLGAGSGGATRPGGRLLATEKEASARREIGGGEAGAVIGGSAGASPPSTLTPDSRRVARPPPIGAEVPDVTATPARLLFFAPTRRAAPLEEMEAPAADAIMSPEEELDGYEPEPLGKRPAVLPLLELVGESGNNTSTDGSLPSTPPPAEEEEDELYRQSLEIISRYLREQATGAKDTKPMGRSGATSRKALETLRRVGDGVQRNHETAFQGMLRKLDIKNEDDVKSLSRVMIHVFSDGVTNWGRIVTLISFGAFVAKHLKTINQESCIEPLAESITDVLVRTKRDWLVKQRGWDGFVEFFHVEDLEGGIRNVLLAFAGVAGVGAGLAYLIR
Bim-Bcl-W – inhibitors of Bim-Bcl-W interaction, human; bead-based flow cytometry, Bim peptide-Bcl-W binding; inhibition, % at 10 µM; 190,000 tested, 0.02% active; AID 952;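 also: 0% = bound tracer without compound and 100% = peptide blocker; higher means less fluorescent Bim peptide bound to Bcl-W beads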
Target sequence (Q92843 whole entry, looked up): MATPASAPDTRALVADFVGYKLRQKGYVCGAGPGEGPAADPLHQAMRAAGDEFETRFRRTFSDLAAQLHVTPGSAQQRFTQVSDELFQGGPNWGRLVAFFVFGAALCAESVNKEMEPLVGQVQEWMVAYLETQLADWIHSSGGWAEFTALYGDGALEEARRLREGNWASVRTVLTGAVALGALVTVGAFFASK
Bim-Bfl-1 – human Bim-Bfl-1 interaction inhibition; Q16548; Bead-based flow cytometry, Bim-Bfl-1 binding inhibition; inhibition, % at 10 µM; 190,000 tested, 0.12% active;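 also: 0% = wells without compound plus tracer and 100% = blocker peptide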
Mcl1 Bid PPI – disrupts binding of human Mcl-1 to Bid peptide; Q07820; inhibition, % at 21.7 µM; 220,000 tested, 0.97% active; TR-FRET Mcl-1/Bid-Dy647 peptide binding, 1536-well;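 active = compounds that cut the binding signal by more than half at the single screening dose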;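 also: His-tagged Mcl-1 with europium anti-His antibody binding Bid BH3 peptide; 0% = Mcl-1 plus peptide wells and 100% = peptide-only wells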
RGS8-Gao reg – modulates binding of RGS8 to human Galphao. P09471. multiplexed bead flow cytometry; actives lie on both sides. response (percent of control binding), % at 10 µM. 220,000 tested, 0.34% active. AID 1423; in the data active = response below about 60% or above about 140%; inactive = in between;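 also: Galphao activated as the GDP aluminium fluoride complex binding bead-coupled RGS8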
* hit, by the source's call; ? = inconclusive. Rule as the data show it, unless noted: active = inhibition above about 40%. Rows were taken by chance; 1.8% or so of the library scored in one or more.

SMILES	Bcl-2 Bim block	RGS4-Gao reg	GSH bead fluor	Bcl-B Bim block	RGS7-Gao reg	Bcl-XL Bim block	Bim-Mcl-1	Bim-Bcl-W	Bim-Bfl-1	Mcl1 Bid PPI	RGS8-Gao reg
Fc1ccccc1C1c2cccn2CCN1C(=S)Nc1cccc(Br)c1 (stereo not drawn)	-2.0	95.2	16	-7.0	95.6	-4.0	-3.0	-3.0	-5.0	-33.7	99.0
COc1ccc(C(c2oc(CO)cc(=O)c2O)c2oc(CO)cc(=O)c2O)cc1OC	-8.0	96.8	20	-3.0	96.1	-1.0	1.0	-1.0	-5.0	-31.1	100.6
COc1ccccc1-c1nnc(NC(=O)CSc2nncn2C)s1	-2.0	104.5	9	0.0	106.7	2.0	6.0	0.0	-3.0	43.5	101.0
CCn1ncc(C2=NOC(C(=O)Nc3cccnc3)C2)c1C (stereo not drawn)	-4.0	102.3	29	-8.0	103.7	-5.0	-1.0	1.0	-12.0	-8.2	103.3
Cc1ccc(CS(=O)(=O)CCC(=O)NCCCOC(C)C)cc1	-12.0	96.4	28	-6.0	94.6	-7.0	-3.0	-1.0	-18.0	-2.8	96.5
Cc1sc2nc(CN3CCOCC3)nc(NS(=O)(=O)c3ccccc3)c2c1C	-10.0	102.4	11	-10.0	106.8	-5.0	-2.0	0.0	-10.0	11.9	104.6
CC1CCCC(NC(=O)COC(=O)c2ccccc2NC(=O)c2ccco2)C1C (stereo not drawn)	-2.0	103.9	68	-6.0	101.3	-3.0	0.0	4.0	-9.0	-11.8	105.3
O=C(c1ccccc1)C1CN(Cc2ccccc2)CCC1(O)c1ccccc1 (stereo not drawn)	0.0	111.8	24	0.0	110.5	0.0	2.0	2.0	0.0	1.2	121.2
CCC1(C)Cc2c(sc3[nH]c(=S)n(Cc4ccccc4)c(=O)c23)CO1 (stereo not drawn)	-14.0	97.7	25	-10.0	100.0	-6.0	-5.0	-3.0	-19.0	-89.0	97.3
CCOC(=O)C1CCCN(C(=O)c2cccs2)C1 (stereo not drawn)	-7.0	98.5	14	-8.0	101.8	-3.0	0.0	2.0	-11.0	-10.2	100.1
CCCCN1C(=S)NC[C@@H]1Cc1ccccc1	-2.0	97.4	21	-12.0	101.5	0.0	0.0	-1.0	-3.0	-19.6	96.4
Cc1c(C(=O)NCc2ccccc2)oc2ccc(S(=O)(=O)N3CCCC3)cc12	-2.0	101.4	27	-12.0	102.5	-7.0	0.0	0.0	-10.0	-9.3	102.1
CC(C)(C)c1cc(CN2CCOCC2)c(C(=O)O)o1	-12.0	98.1	34	-5.0	99.9	-8.0	-2.0	-1.0	-15.0	26.1	101.4
Cc1cc(C(=O)N/N=C/c2ccc(-c3ccccc3Cl)o2)n[nH]1	-3.0	107.1	13	-5.0	104.7	-9.0	4.0	-4.0	0.0	19.4	112.2
NC(=O)C1CCN(C(=O)c2cc(S(=O)(=O)N3CCOCC3)ccc2Cl)CC1	-4.0	102.1	25	-1.0	104.7	-3.0	-3.0	0.0	-7.0	-23.9	102.4
COc1ccccc1NC(=S)NC(=O)c1ccc(Cn2cc(Br)cn2)cc1	-1.0	102.2	22	-4.0	100.3	-3.0	-4.0	-4.0	0.0	-2.3	101.9
Cc1cc(-c2ccccc2)nc(Oc2ccc(C(C)(C)C)cc2)c1S(C)(=O)=O	-13.0	103.8	28	-9.0	100.2	-6.0	-3.0	0.0	-16.0	-29.0	106.6
CCOC(=O)c1c(NC(=O)c2cccnc2)sc(C)c1C	1.0	93.6	27	-1.0	92.4	-2.0	1.0	-4.0	-2.0	-13.8	100.3
Nc1cc(=O)[nH]c(SCC(=O)N2CCCc3ccccc32)n1	1.0	91.6	26	4.0	96.9	-1.0	2.0	0.0	1.0	-20.1	97.1
CC(C)C(OC(=O)c1nsc(Cl)c1Cl)C(=O)NC(C)(C)C (stereo not drawn)	-3.0	101.2	22	-6.0	107.2	-5.0	-2.0	-2.0	-3.0	-8.6	101.6
O=C(NCc1ccccc1Cl)C1CC(=O)N(Cc2ccccc2)C1 (stereo not drawn)	-7.0	98.5	17	-5.0	?	-7.0	-2.0	-5.0	-8.0	-8.9	101.2
Cn1c(=O)c2c(ncn2CC(=O)Nc2nc(-c3ccccc3Cl)cs2)n(C)c1=O	0.0	103.3	67	-2.0	104.7	-5.0	-2.0	-6.0	1.0	-8.6	103.0
Cc1cc(O)ccc1Nc1nc(-c2sc(N)nc2C)cs1	3.0	104.6	18	10.0	97.3	10.0	6.0	7.0	2.0	-55.0	101.9
CC(=O)N1CCc2cc(S(=O)(=O)NC3CCCc4ccccc43)ccc21 (stereo not drawn)	-8.0	102.7	25	-11.0	103.2	-9.0	0.0	-3.0	-20.0	4.6	101.7
CCOP(=O)(OCC)c1nc(/C=C/c2ccccc2)oc1NCc1ccccc1	0.0	121.5	11	0.0	115.2	0.0	-1.0	-1.0	0.0	-44.6	95.4

Shown as a markdown table: three of the compounds above
| compound | Bcl-2 Bim block | RGS4-Gao reg | GSH bead fluor | Bcl-B Bim block | RGS7-Gao reg | Bcl-XL Bim block | Bim-Mcl-1 | Bim-Bcl-W | Bim-Bfl-1 | Mcl1 Bid PPI | RGS8-Gao reg |
| --- | --- | --- | --- | --- | --- | --- | --- | --- | --- | --- | --- |
| O=C(c1ccccc1)C1CN(Cc2ccccc2)CCC1(O)c1ccccc1 (stereo not drawn) | 0.0 | 111.8 | 24 | 0.0 | 110.5 | 0.0 | 2.0 | 2.0 | 0.0 | 1.2 | 121.2 |
| CCC1(C)Cc2c(sc3[nH]c(=S)n(Cc4ccccc4)c(=O)c23)CO1 (stereo not drawn) | -14.0 | 97.7 | 25 | -10.0 | 100.0 | -6.0 | -5.0 | -3.0 | -19.0 | -89.0 | 97.3 |
| CCOC(=O)C1CCCN(C(=O)c2cccs2)C1 (stereo not drawn) | -7.0 | 98.5 | 14 | -8.0 | 101.8 | -3.0 | 0.0 | 2.0 | -11.0 | -10.2 | 100.1 |

Next section.
SMILES	Bcl-2 Bim block	RGS4-Gao reg	GSH bead fluor	Bcl-B Bim block	RGS7-Gao reg	Bcl-XL Bim block	Bim-Mcl-1	Bim-Bcl-W	Bim-Bfl-1	Mcl1 Bid PPI	RGS8-Gao reg
O=C(O)CC(Cc1ccc(Cl)cc1)C(=O)Nc1ccc([N+](=O)[O-])cc1 (stereo not drawn)	-4.0	99.8	10	-3.0	98.0	-3.0	-3.0	-6.0	-4.0	-14.7	89.8
CCN1CCN(C(CNS(=O)(=O)c2ccc(OC)cc2)c2cccnc2)CC1 (stereo not drawn)	-8.0	99.4	15	-8.0	99.2	-8.0	-1.0	-5.0	-7.0	1.3	97.8
OCCN1C[C@H](O)[C@@H](O)[C@H](O)[C@H]1CO	2.0	103.0	67	-2.0	106.9	-2.0	-1.0	-2.0	0.0	3.5	101.3
O=C(C1CC1)N1CCc2cc(Br)cc(S(=O)(=O)NCCN3CCOCC3)c21	-6.0	99.5	30	-5.0	98.0	-12.0	0.0	1.0	-8.0	2.9	100.2
COc1ccc(-c2cc(C(F)(F)F)nc(SCC(=O)NCc3ccco3)n2)cc1OC	-3.0	94.2	13	-3.0	93.4	-3.0	-1.0	0.0	10.0	-47.0	85.0
CCOC(=O)c1c(C)nc2c(C)cccn12	-9.0	102.9	24	-9.0	103.6	-10.0	-5.0	0.0	-18.0	-5.2	101.2
Cc1cc(C(=O)NC2CCCCC2)c2cc(F)ccc2n1	-2.0	97.8	16	-4.0	?	-1.0	-1.0	-1.0	-6.0	-18.3	97.3
CN(C)C=NC(=O)c1cc(C(=O)c2ccc(C(C)(C)C)cc2)c[nH]1	0.0	98.2	24	-6.0	96.4	-2.0	-3.0	-6.0	3.0	17.5	102.4
CC(C)NC(=S)NC(=O)c1ccc(Cl)cc1Cl	1.0	97.5	10	0.0	94.8	-8.0	-9.0	-8.0	-1.0	-32.1	87.4
CC(C)N(CC#CCC1(O)c2ccccc2-c2ccccc21)CCO	-7.0	98.6	23	-8.0	100.4	-7.0	-1.0	-1.0	-11.0	11.4	101.0
Cc1cc(C)nc(Nc2n[nH]c(-c3ccc(C(C)(C)C)cc3)n2)n1	0.0	98.8	19	1.0	106.5	0.0	1.0	0.0	-3.0	-66.2	104.8
CC(C)(C)NC(=O)NC(=O)COC(=O)c1cccc(F)c1	4.0	89.7	24	-3.0	93.7	1.0	0.0	0.0	1.0	-11.5	94.1
Cc1ccc(CSC2=Nc3ccccc3C3=NC(CCC(=O)NCc4ccco4)C(=O)N23)cc1 (stereo not drawn)	3.0	100.6	14	-2.0	96.8	0.0	-1.0	0.0	11.0	-13.7	95.4
CCCc1nnc(NC(=O)c2ccncc2)s1	-3.0	83.1	239*	1.0	92.3	29.0	0.0	3.0	2.0	-36.3	90.6
CCc1ccc(/C(C)=N/Nc2cc(Cl)nc(C)n2)cc1	-4.0	100.9	16	-6.0	98.8	0.0	-1.0	0.0	-11.0	-4.2	102.2
O=C(NNc1ccccc1[N+](=O)[O-])Nc1ccccc1	-4.0	97.9	7	-3.0	95.7	-4.0	4.0	1.0	-9.0	-30.0	98.0
COc1cccc(NC(=S)N(CCN(C)C)C(C)c2ccco2)c1 (stereo not drawn)	-1.0	101.8	7	1.0	101.2	-3.0	-4.0	-4.0	4.0	-40.8	99.3
Cc1ccc(/C(O)=C/C(=O)C(=O)NNC(=O)C(O)(c2ccccc2)c2ccccc2)cc1	-3.0	98.0	12	-3.0	104.7	-8.0	-1.0	-6.0	-2.0	-6.2	99.6
N#Cc1ccccc1CN1C(=O)NC(Cc2c[nH]c3ccccc23)C1=O (stereo not drawn)	-3.0	92.2	16	-1.0	94.3	-2.0	0.0	0.0	-3.0	-30.0	95.4
S=c1[nH]nc(C2CCCCC2)n1Cc1ccccc1	-6.0	97.2	10	-41.0	96.6	-7.0	-4.0	-6.0	4.0	-52.9	99.8
O=C1O/C(=C/c2ccccc2)c2ccccc21	-9.0	99.9	19	-12.0	101.0	-21.0	-31.0	-14.0	-6.0	-14.4	101.3
CS(=O)(=O)CCC(C(=O)OCC(=O)c1ccc(Cl)cc1)N1C(=O)c2ccccc2C1=O (stereo not drawn)	2.0	99.0	12	-5.0	98.0	-7.0	-6.0	-5.0	3.0	8.4	101.5
O=C(NC(=S)Nc1ccccn1)c1ccco1	-23.0	97.0	16	-6.0	96.9	0.0	1.0	0.0	-12.0	-59.5	101.3
O=c1oc2c(CN3CCOCC3)c(O)ccc2c2c1CCCC2	-1.0	99.7	12	-1.0	98.8	-1.0	-3.0	-2.0	-1.0	-22.5	101.0
CC1CC(N(C(=O)c2ccccc2Cl)c2ccccc2)c2ccccc2N1 (stereo not drawn)	-2.0	95.7	24	-6.0	101.1	-4.0	-2.0	-1.0	1.0	-27.7	100.1
Cc1ccc(CSCC(=O)Nc2ccc(F)cc2)cc1	-7.0	100.6	14	-7.0	99.8	-6.0	-3.0	-6.0	-6.0	-39.3	100.5
Cc1ccc(C)n1-c1ncc(Br)cn1	0.0	103.5	13	1.0	?	2.0	3.0	0.0	2.0	-23.6	102.0
CC(C)N1C(=O)CC(Nc2ccc(N3CCOCC3)cc2)C1=O (stereo not drawn)	2.0	104.5	24	-1.0	101.9	-1.0	-2.0	-1.0	0.0	-43.2	95.2
Nc1nonc1-c1nc2ccccc2n1CC(=O)N1CCCCC1	-8.0	102.0	15	-3.0	103.1	0.0	0.0	1.0	-7.0	-6.2	104.3
Cc1c(N=C2N=C(NC(=O)c3cccs3)c3ccccc32)c(=O)n(-c2ccccc2)n1C	-2.0	101.2	16	-4.0	?	-3.0	-2.0	0.0	-3.0	-26.2	100.8
